# Source: PubChem (Broad Institute)
# S100A4 MyoIIA – inhibitors of S100A4-myosin IIA peptide binding, primary screen, biochemical, fluorescence polarization, TAMRA-MyoIIA peptide. Protein S100-A4 (Homo sapiens), P26447. hit rate 0.14% among 360,000. inhibition, % at 10.7 µM;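 active means mean inhibition of at least 70% across replicates, with every replicate also reaching that level; inconclusive means mean inhibition reaches 70% but some replicates fall short; inactive means mean inhibition below 70%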
# Target sequence (P26447 whole entry, looked up): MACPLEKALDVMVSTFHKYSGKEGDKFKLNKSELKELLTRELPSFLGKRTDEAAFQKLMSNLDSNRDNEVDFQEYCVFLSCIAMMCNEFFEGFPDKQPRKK
#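 Assay system: human S100A4 monomer with TAMRA-labelled myosin IIA peptide / Buffer or medium: Calcium-containing HEPES buffer, pH 7.2 / Reagent: TAMRA-labelled myosin IIA heavy-chain peptide probe, 5 nM / Compound: one dose per compound / Timing: polarization read 5 min after assay mix addition, stable 5–60 min / Benchmarks: neutral control DMSO, positive control TFP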
# XiGFP reactiv – activators of inactive X chromosome reactivation, primary screen, imaging, XiGFP fibroblasts, GFP high-content imaging, set 2. hit rate 0.055% among 360,000. XiGFP mouse fibroblasts, % GFP-positive cells imaging, 3 d; cells co-treated with 5-aza-dC sensitizer; scaled so ellipticine positive control = 100%. activation, % at 7.58 µM;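 active means mean normalized replicate activation at least 10% and every replicate at or above 10%; inconclusive means only one of the two criteria met; inactive means mean below 10% and not all replicates reach 10%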;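 further: 0% = median of on-plate neutral control wells and 100% = ellipticine 6 µM median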
#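 System: SV40-immortalized XiGFP fibroblast cells, line 68-5-11 / Incubation: 3-day compound exposure, then 15 min fixation at room temperature / Compound: single concentration per compound, delivered by pin transfer / Buffer or medium: DMEM plus 5-aza-dC sensitizer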
# PGC1a acetyl inh – inhibitors of PGC1a acetylation signal, primary screen, cell-based, U2OS, AlphaScreen, inhibitor mode. AlphaScreen anti-acetyl-lysine; with virally co-expressed GCN5 acetyltransferase. inhibition, % at 15.6 µM. hit rate 0.17% among 350,000;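 active means every replicate shows inhibition of at least 40%; inconclusive means mean inhibition at least 40% but some replicate below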;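 further: 0% = neutral control wells and 100% = positive control wells; some results beyond the cut were filed as inactive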
# Statin myotox sup – suppressors of statin myotoxicity in C2C12 myotubes, primary screen, cell-based, single point, plate reader | C2C12 myotubes + simvastatin, ATP luminescence, 48 h; scaled: DMSO 0, geranylgeraniol control 100 | rescue of ATP level, % at 7.49 µM | hit rate 0.78% among 330,000 | AID 602340, 2012;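 active means mean ATP rescue above about 67%, or every replicate alone reaching that limit, limit read from the data, passing the limit was not always enough; inconclusive means no clear call, values can overlap the other calls; inactive means mean under the limit and some replicate under it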;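 further: myotubes were challenged with 10 µM simvastatin during compound exposure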
# LGR2 inh – inhibitors of bursicon-induced LGR2 CRE-luciferase signal, primary screen, cell-based, HEK293, CRE-luciferase reporter, bursicon stimulation; Drosophila bursicon receptor LGR2 (rickets); bursicon-stimulated, 4 h; inhibition, % at 9.99 µM; hit rate 0.35% among 380,000; AID 720647, 2013;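 active means drop in luminescence signal, shown as inhibition above about 50% in the replicate tests, limit read from the data, passing the limit was not always enough; inconclusive means probably only some replicates passing the limit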;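 further: agonist challenge used bursicon conditioned medium at about half maximal strength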
# Cneo AK release – Cryptococcus neoformans cell lysis inducers, primary screen, AK release luminescence, single concentration; C. neoformans lysis, adenylate kinase release luminescence, 4 h; normalised: neutral wells 0, clomiphene wells 100; lysis activity, % at 15 µM; hit rate 0.2% among 360,000; AID 651654, 2012;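 active means mean lysis activity across replicates of at least 80%, whatever share of replicates individually reach that level; inactive means mean lysis activity below 80%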
#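 Schedule: static 4 h at 37 °C with compound, 1 h detection; system: C. neoformans cells; benchmarks: Clomiphene as positive control; buffer or medium: fresh YPD medium; measure: luminescence rise reflecting yeast cell lysis; measured by: luminescent adenylate kinase detection reagent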
# SIRT5 block – SIRT5 desuccinylase inhibitors, primary screen, biochemical, fluorescence imaging, single point, set 5; NAD-dependent protein deacylase sirtuin-5, mitochondrial (Homo sapiens), Q9NXA8; Purified SirT5, succinyl-peptide AMC, trypsin-coupled fluorescence; inhibition, % at 15 µM; hit rate 1.1% among 330,000; AID 652115, 2013; in the data active means inhibition above about 15%; inconclusive means no clear call, values can overlap the other calls
# ERAP1 inh – human ERAP1 aminopeptidase inhibitors, primary screen, biochemical, single point, plate reader | Endoplasmic reticulum aminopeptidase 1 (Homo sapiens), Q9NZ08 | recombinant ERAP1, Leu-AMC fluorescence, 60 min | inhibition, % at 10.7 µM | hit rate 0.15% among 340,000 | AID 652197, 2013;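 active means mean replicate inhibition of at least 30%, or all replicates individually reaching that 30% level; inactive means mean below 30% and not every replicate reaching it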;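 further: 0% = neutral control wells and 100% = L-leucinethiol positive control wells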
# Target sequence (Q9NZ08 whole entry, looked up): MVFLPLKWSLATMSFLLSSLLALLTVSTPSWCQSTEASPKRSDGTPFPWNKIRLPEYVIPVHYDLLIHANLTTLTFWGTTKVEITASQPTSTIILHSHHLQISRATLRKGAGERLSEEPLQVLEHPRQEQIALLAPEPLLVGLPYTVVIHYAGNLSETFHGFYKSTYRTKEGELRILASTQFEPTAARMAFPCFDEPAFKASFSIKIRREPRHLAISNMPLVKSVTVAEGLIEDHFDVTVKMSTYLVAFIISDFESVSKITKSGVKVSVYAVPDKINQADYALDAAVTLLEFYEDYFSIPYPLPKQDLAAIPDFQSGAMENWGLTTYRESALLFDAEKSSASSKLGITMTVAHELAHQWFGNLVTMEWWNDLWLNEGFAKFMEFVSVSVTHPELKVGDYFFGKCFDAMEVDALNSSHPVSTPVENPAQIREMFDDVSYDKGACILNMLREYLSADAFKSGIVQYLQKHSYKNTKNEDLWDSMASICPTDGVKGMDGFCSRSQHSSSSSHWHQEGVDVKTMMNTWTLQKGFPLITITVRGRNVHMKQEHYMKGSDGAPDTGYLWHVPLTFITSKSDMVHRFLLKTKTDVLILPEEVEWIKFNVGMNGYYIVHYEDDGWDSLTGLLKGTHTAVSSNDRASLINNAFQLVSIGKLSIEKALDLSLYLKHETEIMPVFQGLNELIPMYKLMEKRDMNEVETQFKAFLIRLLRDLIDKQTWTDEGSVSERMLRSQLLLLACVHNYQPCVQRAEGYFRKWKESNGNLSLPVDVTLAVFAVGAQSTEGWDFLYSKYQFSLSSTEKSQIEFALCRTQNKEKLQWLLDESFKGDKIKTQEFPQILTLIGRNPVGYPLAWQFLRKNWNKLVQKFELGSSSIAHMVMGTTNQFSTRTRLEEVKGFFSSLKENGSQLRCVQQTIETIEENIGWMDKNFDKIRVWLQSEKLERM
# The depositor's hits bear a star; ? = inconclusive; . = not tested or not shown; & = joins results of further samples. An excerpt, so the mix of outcomes need not match the whole.
SMILES	S100A4 MyoIIA	XiGFP reactiv	PGC1a acetyl inh	Statin myotox sup	LGR2 inh	Cneo AK release	SIRT5 block	ERAP1 inh
O=C(O)/C(=C\c1ccccc1)c1ccc2ccccc2c1	-5	0.0	0	16	.	-4	-2	0
COc1ccccc1OCc1nc(C#N)c(NCc2ccco2)o1	-3	.	-3	.	.	1	2	6
CNC(=O)COC(=O)c1cc(-c2ccco2)nc2ccccc12	-2	0.0	?	-21	0	0	-13	5
CC1CC(C)CN(C(=S)Nc2ccc3nc4n(c(=O)c3c2)CCCCC4)C1 (centres undefined)	2	0.1	.	.	-11	8	2	2
O=C(CN(C(=O)c1cccc([N+](=O)[O-])c1)C1CCCCC1)Nc1ccc(Cl)c([N+](=O)[O-])c1	-4	0.0	-6	.	3	-1	-5	0
CCCC1=NN(C(=O)CCc2ccccc2O)C(O)(C(F)(F)F)C1 (centres undefined)	-2	0.4	.	.	23	.	-2	7
COc1ccc(Cl)cc1CNCCCSc1ncccn1	-13	0.2	14	-14	-1	0	-5	0
Cc1ccc(C)c(NC(=O)CSc2nncn2C)c1	-1	0.1	-25	8	9	2	1	-1
Cc1ccc(NS(=O)(=O)N2CCOCC2)c(C)c1	2	0.1	8	-1	15	2	-3	2
COc1ccc(CCNS(=O)(=O)c2ccc(Br)cc2)cc1OC	-12	0.3	-2	13	6	9	-7	-1
OC[C@@H]1[C@H](c2ccc(C#Cc3ccccc3F)cc2)[C@H]2CN(CC3CCOCC3)CCCCN12	4	0.0	-8	21	-15	-1	4	-2
CN1CCN(S(=O)(=O)c2ccc3c(c2)CC(=O)N3C)CC1	1	0.2	.	.	17	0	-6	3
CC(C)OC(=O)N(C)C[C@H]1OCc2cnnn2CCCC(=O)N([C@@H](C)CO)C[C@H]1C	-5&9	0.1&-0.7	-6&6&5	4&10&-15	-17&1	0	6&-1	1&-1
CC(C)Cn1c(-c2cccc(S(=O)(=O)N3CCOCC3)c2)n[nH]c1=S	-2	0.0	4	-6	-12	-2	-4	4
CC(C)(C)C(=O)COc1ccccc1[N+](=O)[O-]	2	0.2	.	9	9	.	2	1
C[C@H](CO)N1C[C@H](C)[C@H](CN(C)CC2CC2)Oc2ncc(-c3cccc(C(=O)N(C)C)c3)cc2C1=O	-2	-0.1	7	.	9	-10	2	-3
CC(C)Oc1ccc(C2C(C#N)=C(N)Oc3c2oc(CO)cc3=O)cc1 (centres undefined)	1	0.0	.	.	-4	.	1	8
COCc1cn(CC[C@@H]2CC[C@@H](NC(=O)Nc3ccccc3)[C@@H](CO)O2)nn1	5	0.5	1	0	-7	0	-1	-5
COc1cccc2cc(C(=O)Nc3ccccc3C)/c(=N/O)oc12	10	0.0	.	-8	-49	-1	3	0
CNC[C@@H]1OCCCC[C@@H](C)Oc2ccc(NC(=O)C3CCCCC3)cc2C(=O)N([C@H](C)CO)C[C@H]1C	-11	0.0	-13	-2	-1	1	-3	-1
CCc1ccc(-c2cc(C)no2)cc1S(=O)(=O)NCc1ccc(OC)c(OC)c1	1	0.0	-12	14	-5	2	-4	-3
COc1cccc(C(NC(C)=O)c2ccc3cccnc3c2O)c1 (centres undefined)	1	6.1	-1	-10	11	-2	-6	0
CC(NC(=O)c1ccco1)C(=O)N1CCN(c2cccc(Cl)c2)CC1 (centres undefined)	0	0.5	.	-3	.	2	2	1
O=C1NC(=O)C2(COC(c3ccccc3Cl)OC2)S1 (centres undefined)	-1	0.1	.	.	25	.	-2	5
COc1cc(-c2nc3ccccn3c2NCC2CCCO2)ccc1O (centres undefined)	.	.	0	-22	-15	0	.	.
Cc1noc(C)c1NC(=O)N(C)C[C@H]1Oc2ccc(NC(=O)CCN3CCOCC3)cc2CC(=O)N([C@@H](C)CO)C[C@H]1C	7	-0.2	4	-20	7	42	4	0
Cc1noc(C)c1S(=O)(=O)Nc1cccc2c1O[C@@H](CN(C)C(=O)NC(C)C)[C@@H](C)CN([C@H](C)CO)C2=O	-12	0.1	-1	.	-8	41	0	3
O=C(Nc1ccccc1)N1C[C@@H]2[C@H](c3ccccc31)[C@H](CO)N2C(=O)c1ccncc1	-5	0.0	13	-5	-13	-6	2	1
CC(=O)Nc1ccc2c(c1)c1ccccc1n2C(C)=O	.	0.0	2	-2	-8	.	.	.
COc1cc(OC)cc(C(=O)Nc2ncn[nH]2)c1	-1	-0.2	5	-1	-2	-1	1	-1
COc1cccc(-c2ccc3n(c2=O)C[C@@H]2N[C@H]3[C@H](C(=O)N3CCCCC3)[C@H]2CO)c1	29	0.1	-19	-3	6	2	-47	-4
O=C(C[C@H]1CC[C@H]2[C@@H](COC[C@H](O)CN2Cc2nccs2)O1)NCc1ccccc1	-6	0.2	11	-2	-7	-2	-1	-1
CC(OC(=O)Cc1c(F)cccc1Cl)C(=O)NC1CCCCC1C (centres undefined)	-1	0.0	-6	2	-8	-1	-4	0
C[C@@H]1CN(C(=O)OC(C)(C)C)CCN1c1ccc(N2CCS(=O)(=O)CC2)c(C#N)c1	-4	0.1	.	.	-2	.	.	8
O=S(=O)(c1ccc(NCCOCCO)nc1)N1CCCCC1	-5	-0.3	.	1	-11	0	-5	-1
COc1ccc(NC(=O)N2CCCCN3[C@H](C2)[C@@H](c2ccc(C4=CCCC4)cc2)[C@@H]3CO)cc1	-4	.	-15	.	.	1	5	6
Cc1cc(NC(=O)c2cccnc2)ccc1NC(=O)c1cc2ccccc2o1	-3	1.9	5	14	-1	-2	-7	-1
Cc1cccc(CN(C)C)c1CC(O)(c1ccccc1)c1ccccc1	9	0.4	.	.	-3	.	-4	2
C/C(=N\Nc1ccccn1)c1ccc(C#N)cc1	2	-0.1	3	.	-28	.	4	-3
COc1ccc(S(=O)(=O)N(C)C[C@@H]2OCCCC[C@@H](C)Oc3ccc(NC(=O)Nc4cccc5ccccc45)cc3C(=O)N([C@H](C)CO)C[C@@H]2C)cc1	0	-0.1	12	.	-2	2	-3	-3
Cc1ccc(C(C(=O)NC(C)(C)C)N(CC2CCCO2)C(=O)CCC(=O)Nc2ccccn2)cc1 (centres undefined)	-8	0.1	4	21	16	0	-1	2
CCOC(=O)[C@H]1[C@H]2COc3ccc(Cl)cc3[C@@H]2N2C(=O)c3cc(F)ccc3NC(=O)[C@@]12C	2	0.1	.	-3	15	3	3	-1
C=CCC[C@H](Cc1ccc(F)cc1)C(=O)OC[C@@H](C)NC(=O)[C@H](CC=C)CC(=O)NCCO	0	0.0	.	-8	-11	-1	-3	-1
C[C@@H]1CN([C@@H](C)CO)C(=O)Cc2cc(NC(=O)C3CC3)ccc2O[C@H]1CN(C)Cc1ccc(C(F)(F)F)cc1	1	0.0	21	-16	4	1	8	1
C[C@@H]1CCCCO[C@H](CN(C)C(=O)Nc2ccc3c(c2)OCO3)[C@@H](C)CN([C@@H](C)CO)C(=O)c2cc(N(C)C)ccc2O1	4	-0.9	-3	29	-12	0	0	1
CC(=O)c1cccc(NS(=O)(=O)c2cc3c(cc2C)N(C(C)=O)CCO3)c1	-1	0.1	10	5	7	-1	-2	1
COCC(=O)N1CC2(CN(C(=O)c3cccnc3)C2)c2c([nH]c3cc(OC)ccc23)[C@H]1CO	-1	0.3	3	.	4	.	1	2
CN(C)Cc1ncccc1Oc1nc2cc(-c3cccc(Cl)c3)sc2c(=O)n1C	-1	0.0	-22	-25	-18	-1	-4	5
C[C@H]1CN([C@@H](C)CO)C(=O)c2cc(NC(=O)NC3CCCCC3)ccc2O[C@@H]1CN(C)C(=O)NC1CCCCC1	47	0.2	-1	9	3	-1	-3	1
CCOc1ccccc1NC(=O)C(NC(=O)C1CCC(C)CC1)C(C)C (centres undefined)	11	0.0	-4	.	-8	.	0	-2
CO[C@@H]1CN(C)C(=O)c2ccc(NC(=O)c3ccc4c(c3)OCO4)cc2OC[C@@H](C)N(CC2CC2)C[C@H]1C	1	0.1	-3	-9	3	0	.	2
O=C(CCc1nc(-c2ccccc2)no1)NCC1CCCO1 (centres undefined)	.	.	2	26	-28	1	.	.
C=CCNC(=O)[C@H]1[C@@H]2C(=O)O[C@@H](c3ccccc3)[C@@H](c3ccccc3)N2[C@@H](c2ccccc2OCCO)[C@]12C(=O)N(C(=O)OCCOC)c1ccc(C#Cc3ccc(OC)cc3)cc12	7	.	-18	.	.	-28	-4	-3
CCCCSc1nc(C)c(C(C)=O)cc1C#N	.	.	-29	-8	-19	1	.	.
CCCC(/C=C/c1ccc(OC(C)=O)cc1)=C1/c2ccccc2C(=O)N1c1ccccc1	?	0.0	-18	2	-13	1	.	-2
CN(C)CCCNC(=O)C[C@H]1CC[C@@H]2[C@H](COC[C@H](O)CN2CC2CCCC2)O1	56	0.0	4	12	1	-1	9	-3
C[C@@H]1CCCCO[C@@H](CN(C)S(=O)(=O)c2ccccc2)[C@H](C)CN([C@@H](C)CO)C(=O)c2cc(NS(=O)(=O)c3ccc(F)cc3)ccc2O1	-7	0.7	-22	.	-8	-2	4	-6
NS(=O)(=O)c1ccc(CNC(=O)c2cc(-c3cccnc3)nc3ccccc23)cc1	0	-0.1	23	5	13	0	0	-3
CCOC(=O)C1(C)Oc2ccccc2C(C(=O)OC)=C1C(=O)OC (centres undefined)	28	0.1	8	0	8	-2	1	.
COCCCNC(=S)N1CCC(NC(=O)Nc2ccc(C)cc2)CC1	1	-0.1	-7	.	15	.	14	-3

# New compounds follow:
SMILES	S100A4 MyoIIA	XiGFP reactiv	PGC1a acetyl inh	Statin myotox sup	LGR2 inh	Cneo AK release	SIRT5 block	ERAP1 inh
COc1ccc(NC(=S)Nc2ccc3snnc3c2)cc1	-9	0.0	11	-2	-16	2	-1	2
COc1cccc(-c2ccc3c(c2)[C@@H]2[C@@H](CCN2C(=O)Cc2ccccc2)[C@H](CO)N3)c1	-3	0.0	-13	33	-10	46	9	1
C[C@H]1CN([C@@H](C)CO)C(=O)Cc2cc(NC(=O)Nc3cccc4ccccc34)ccc2O[C@@H]1CN(C)Cc1ccccc1	-14	0.1	.	55	-7	0	-1	0
CCOc1ccc(CCNC(=O)C2=C(C)C(=O)OC23CCC(C)CC3)cc1 (centres undefined)	-2	0.1	.	3	17	-5	-2	-4
